Screens deposited in PubChem BioAssay by National Center for Advancing Translational Sciences (NCATS).
p53 reactivation: qHTS assay for re-activators of p53 using a Luc reporter; H1299 p53-A138V BP100-luciferase reporter, luminescence, 24 h; 320,000 tested, 0.063% active; Potency, µM (highest dose often 92.2 µM), without a hit: top-dose activity change, positive = activation, actives largely listed as activators; AID 504706, 2011; further: potency means the concentration at half of the fitted maximal effect; % of control where 0% means no effect; nearly all actives have a fitted effect of over 45% in size
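H1299 (p53-null), stable ts p53-A138V + BP100-Luc; 1000 cells/well, Opti-MEM/10% FBS; cpd 4 pt, 1:5; 24 h, 37 deg C, 5% CO2; detection reagent 10 min RT; luminescence.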
Rab9 prom act: qHTS Assay for Rab9 Promoter Activators. Huh7 Rab9 promoter-luciferase reporter, luminescence, 24 h. Potency, µM (doses to about 9.22 µM), inactives show top-dose activation, negative = inhibition, usual class: activators. 320,000 tested, 2.8% active; further: potency means the concentration at half of the fitted maximal effect; % of control where 0% means no effect; nearly all actives have a fitted effect of over 60% in size
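Luminescence from Amplite-detected luciferase (10 minutes, ambient) reports Rab9 promoter activation. Before that, stable Rab9-luciferase Huh7 cells (1500/well, reduced-serum OP-MEM I plus 10% FBS) were exposed to compound for 24 hours at 37C.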
Tb PFK block: qHTS Assay to Find Inhibitors of T. brucei phosphofructokinase | 330,000 tested, 0.17% active | T. brucei PFK, ADP-Glo luminescence | ATP-dependent 6-phosphofructokinase (Trypanosoma brucei brucei), O15648 | Potency, µM (top dose mostly 57.5 µM), for inactives: at the highest dose activity, negative = inhibition, usual class: inhibitors | AID 485367, 2010;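 further: potency means the concentration at half of the fitted maximal effect; 0% = uninhibited 1x PFK enzyme wells and -100% = no-enzyme wells; nearly all actives have a fitted effect of over 60% in size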
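Luminescent ADP detection (ADP-Glo, two-step: ATP depletion then ADP-to-ATP conversion for luciferase) reported PFK activity after 45 min room-temperature reaction of 1.25 nM enzyme with 0.5 mM F6P and 0.1 mM ATP at pH 8.0.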
NPC1 promoter act: qHTS Assay for NPC1 Promoter Activators; Huh7 NPC1 promoter luciferase reporter, 24 h; Potency, µM (top dose mostly 9.22 µM), for the others: top-dose activation, most hits filed as activators; 320,000 tested, 2.4% active;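 further: potency means the concentration at half of the fitted maximal effect; % of control where 0% means no effect; nearly all actives have a fitted effect of over 60% in size; reporter is driven by a mutant NPC1 promoter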
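NPC1 promoter–luciferase Huh7 cells; 24 h compound; luminescence.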
ELG1 genotoxic: qHTS screen for small molecules that induce genotoxicity in human embryonic kidney (HEK293T) cells expressing luciferase-tagged ELG1; 330,000 tested, 1.3% active; HEK293T ELG1-luciferase reporter, luminescence, 16 h; Potency, µM (highest dose often 46 µM), for inactives: at the highest dose activity change, positive = activation, hits mostly activators; further: potency means the concentration at half of the fitted maximal effect; % of control where 0% means no effect; nearly all actives have a fitted effect of over 60% in size
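Quantitative HTS format in 1536-well plates. HEK293T ELG1-luciferase reporter cells receive test compound and are incubated 16 hr at 37 °C, 5% CO2; ONE-Glo added, 30 min room temperature, then luminescence read.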
ELG1 DNA repair: qHTS screen for small molecules that inhibit ELG1-dependent DNA repair in human embryonic kidney (HEK293T) cells expressing luciferase-tagged ELG1. 330,000 tested, 2.3% active. HEK293T ELG1-luciferase reporter, luminescence, 16 h; DNA damage induced by 5-fluorouridine. Potency, µM (highest dose often 46.1 µM), for inactives: at the highest dose activity change, negative = inhibition, usual class: inhibitors; further: potency means the concentration at half of the fitted maximal effect; on the % scale 0 is the no-effect control and ±100 the full control effect; nearly all actives have a fitted effect of over 55% in size
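Quantitative HTS, concentration-response format. 2,000 cells/well co-treated with 5-fluorouridine and compound, 16 hr in 5% CO2 at 37 °C; ONE-Glo luminescence read after 30 min.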
BRCA1 expr act: qHTS Assay to Identify Small Molecule Activators of BRCA1 Expression. Potency, µM (titrated, usually from 46.1 µM), for the others: at the highest dose activation, most hits filed as activators. MCF7-BRCA1-FFLuc reporter, luminescence, 48 h; response scale: scaled: vehicle 0%, 10 µM genistein 100%. AID 624202, 2012. 380,000 tested, 1.1% active; further: potency means the concentration at half of the fitted maximal effect; nearly all actives have a fitted effect of over 80% in size; some results filed as inactive show a strong effect at the top dose
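Cells: MCF7-BRCA1-FFLuc, 2000/well. Exposure: 48 h, 37 °C, 5% CO2. Read: luminescence, 15 min post-substrate. Controls: genistein 10 microM (maximal activation), DMSO (neutral).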
TRPV1 ag: HTS Assay for Compounds that Act as Agonists of the Vanilloid Receptor 1; Transient receptor potential cation channel subfamily V member 1 (Homo sapiens), Q8NER1; TRPV1-expressing cells, Fluo-8 calcium influx, agonist mode; activation, % at 8.33 µM; AID 540275, 2011; 320,000 tested, 0.19% active; in the data active means activation above about 80%; inconclusive means between about 30% and that limit; further: 0% is about no effect
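Cells expressing TRPV1 were dye-loaded with Fluo-8 and read kinetically: 10 s baseline, 3 min after compound (agonist portion), then 2 min after EC20 capsaicin (allosteric enhancer portion). Calcium-bound dye fluorescence at 480/520 nm.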
Gal4-VP16 FLuc: VP16 counterscreen qHTS for inhibitors of ROR gamma transcriptional activity; Drosophila S2 Gal4-VP16 UAS-luciferase, luminescence, 20 h; Potency, µM (doses to about 53.6 µM), without a hit: at the highest dose activity, negative = inhibition, most hits filed as inhibitors; 310,000 tested, 3.5% active; AID 2546, 2010;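 further: Gal4-VP16 expression switched on by copper sulfate through the metallothionein promoter; potency means the concentration at half of the fitted maximal effect; on the % scale 0 is the no-effect control and ±100 the full control effect; nearly all actives have a fitted effect of over 50% in size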
RORgamma inh: qHTS for inhibitors of ROR gamma transcriptional activity; Nuclear receptor ROR-gamma (Mus musculus), P51450; Drosophila S2 Gal4-RORgamma UAS-luciferase reporter, 20 h; Potency, µM (doses to about 53.6 µM), for inactives: at the highest dose activity change, negative = inhibition, most hits filed as inhibitors; 310,000 tested, 5.4% active; AID 2551, 2010; further: potency means the concentration at half of the fitted maximal effect; on the % scale 0 is the no-effect control and ±100 the full control effect; nearly all actives have a fitted effect of over 60% in size
Target sequence (P51450 whole entry, looked up, the tested form may be a part): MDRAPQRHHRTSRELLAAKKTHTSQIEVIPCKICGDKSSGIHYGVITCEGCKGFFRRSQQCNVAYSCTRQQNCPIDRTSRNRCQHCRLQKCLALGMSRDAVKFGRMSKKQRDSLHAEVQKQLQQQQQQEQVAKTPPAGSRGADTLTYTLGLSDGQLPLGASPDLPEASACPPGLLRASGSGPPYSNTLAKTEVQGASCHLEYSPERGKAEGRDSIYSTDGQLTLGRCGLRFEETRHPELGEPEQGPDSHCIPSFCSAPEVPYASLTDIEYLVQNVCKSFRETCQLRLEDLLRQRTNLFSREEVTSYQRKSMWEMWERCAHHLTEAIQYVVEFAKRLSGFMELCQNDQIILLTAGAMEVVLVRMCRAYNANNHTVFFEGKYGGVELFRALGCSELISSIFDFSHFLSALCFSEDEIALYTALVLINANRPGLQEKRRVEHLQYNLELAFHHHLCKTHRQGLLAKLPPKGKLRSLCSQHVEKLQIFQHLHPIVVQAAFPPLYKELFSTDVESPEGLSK
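Drosophila Schneider cells stably carrying a metallothionein-driven Gal4 DBD–ROR gamma fusion and a UAS-Photinus luciferase reporter were exposed to compound for 1 hr, then induced with copper sulfate (700 uM final) for 20 hr at ambient temperature before luminescence reading.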
FLuc modulator: qHTS profiling assay for firefly luciferase inhibitor/activator using purifed enzyme and Km concentrations of substrates (counterscreen for miR-21 project); purified FLuc, Km substrates, luminescence inhibition; Potency, µM (top dose mostly 57.5 µM), inactives show at the top dose activity change, negative = inhibition, actives largely listed as inhibitors; 360,000 tested, 6.9% active;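 further: potency means the concentration at half of the fitted maximal effect; plate controls were vehicle for no effect and reference inhibitor for full effect; nearly all actives have a fitted effect of over 55% in size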
Target sequence (P08659 whole entry, looked up): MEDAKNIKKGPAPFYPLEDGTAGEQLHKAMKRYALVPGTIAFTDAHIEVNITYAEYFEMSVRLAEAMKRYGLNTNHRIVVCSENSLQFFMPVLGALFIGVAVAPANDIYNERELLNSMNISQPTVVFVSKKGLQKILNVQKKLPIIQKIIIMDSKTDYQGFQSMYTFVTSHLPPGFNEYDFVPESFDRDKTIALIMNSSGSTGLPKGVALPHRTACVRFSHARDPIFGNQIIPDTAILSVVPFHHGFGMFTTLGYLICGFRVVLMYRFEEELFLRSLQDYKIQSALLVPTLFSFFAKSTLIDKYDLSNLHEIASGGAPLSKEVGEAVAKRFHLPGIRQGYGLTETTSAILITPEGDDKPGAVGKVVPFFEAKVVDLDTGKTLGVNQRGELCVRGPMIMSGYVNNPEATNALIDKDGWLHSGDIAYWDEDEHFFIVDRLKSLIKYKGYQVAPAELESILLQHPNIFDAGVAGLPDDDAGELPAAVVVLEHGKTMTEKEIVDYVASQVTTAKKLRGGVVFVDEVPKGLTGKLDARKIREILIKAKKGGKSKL
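Purified P. pyralis luciferase, 10 nM final, with Km-level 10 uM D-luciferin and 10 uM ATP in 50 mM Tris acetate pH 7.5, 10 mM Mg acetate, 0.01% Tween-20, 0.05% BSA; 6-point qHTS titration about 60 µM downward; luminescence read.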
An asterisk follows results filed as active; ? = inconclusive; nt = not tested or not shown; [ ] = remark or other dose. Unless noted, the call rests on the fitted dose curve; in most records, active means well fitted curve in the direction sought with a large enough effect; inconclusive means small, poorly fitted or top-dose-only effect, or another doubt; inactive means no such curve, though single readings can be large; an effect the other way counts as inactive or inconclusive.

SMILES	p53 reactivation	Rab9 prom act	Tb PFK block	NPC1 promoter act	ELG1 genotoxic	ELG1 DNA repair	BRCA1 expr act	TRPV1 ag	Gal4-VP16 FLuc	RORgamma inh	FLuc modulator
COCCNC(=O)/C(C#N)=C/c1cn(CC(=O)NCc2ccco2)c2ccccc12	0%	2%	1%	2%	10%	1%	7%	-2	5%	-2%	0%
Cc1cc(OCc2cc(C(=O)NC3CCC3)no2)cc(C)c1Cl	?	0%	0%	-1%	0%	5%	-1%	?	-19%	18%	1%
COc1ccc(NC(=O)C(=O)NCCN2CCN(C(=O)c3cccs3)CC2)cc1	-11%	1%	4%	0%	-1%	-11%	-4%	-8	26%	-14%	5%
O=C1CC(NCCC2=CCCCC2)C(=O)N1c1cccc(Cl)c1Cl (centres undefined)	-1%	-1%	-8%	3%	-2%	-2%	nt	7	-5%	7%	-17%
COC(=O)[C@H](Cc1ccccc1)NC(=O)C1CCN(C(=O)[C@H](C)NS(=O)(=O)c2ccc(C)cc2)CC1	-9%	8%	1%	1%	0%	1%	-45%	-2	2%	-12%	0%
CS(=O)(=O)Nc1ccccc1C(=O)NCCSc1ccc(Cl)cc1	1%	-2%	-5%	-2%	-8%	?	0%	7	10%	331%	-1%
OCC[C@H]1C[C@H](O)[C@@H](O)[C@]2(OCCc3ccccc32)O1	2%	-5%	-16%	-2%	3%	3%	13%	0	nt	nt	5%
CCn1c(NC(=O)C(C)C)c(-c2ccccc2)c(=O)c2ccccc21	-4%	-2%	0%	1%	-1%	-11%	10%	-1	2%	2%	0%
CC(Sc1nncs1)C(=O)NCc1ccc2c(c1)OCO2 (centres undefined)	-7%	-4%	2%	14%	-1%	-17%	0%	-1	-16%	1%	-2%
Cc1cccc(C(=O)N2CCCC(N3CCN(Cc4ccc5c(c4)OCO5)CC3)C2)n1 (centres undefined)	20%	7%	-18%	-2%	1%	17%	4%	-5	-14%	-11%	0%
Cc1cc(C)nc(SCC(=O)OCC(=O)Nc2ccccc2)n1	-3%	-4%	-2%	-2%	2%	16%	-2%	4	4%	-27%	0%
CCN(CC)C(=O)[C@H]1C[C@H](CC(=O)NCc2ccco2)C(=O)N2CCc3c([nH]c4ccc(Cl)cc34)[C@]12C	-9%	nt	9%	nt	-4%	?	-16%	nt	nt	nt	nt
COCCCN1C(=O)c2ccc(C(=O)N3CCN(c4ccccc4OC)CC3)cc2C1=O	-5%	-2%	-5%	-8%	0%	10%	13%	-1	3%	4%	2%
CSc1nc(NCC(C)C)c2c3c(sc2n1)CN(C)CC3	-5%	-7%	-2%	-9%	-2%	-13%	4%	6	3%	-34%	-3%
CC(C)c1ccc(C(=O)NC(=S)NCc2cccnc2)cc1	3%	-1%	2%	7%	0%	-3%	-1%	28	?	2.8µM*	?
CCOC(=O)c1sc(NC(=O)c2ccc(C)s2)cc1C	4%	1.1µM*	-7%	?	18%	?	?	?	?	1.3µM*	0.85µM*
CN(CCCNC(=O)c1nn(C)c2c1CS(=O)(=O)c1ccccc1-2)Cc1ccccc1	20%	0%	3%	-2%	6%	0%	0%	1	1%	-30%	5%
O=C(Cn1c(=S)[nH]c2ncccc2c1=O)NCCc1ccccc1	-2%	3%	6%	1%	-7%	7%	nt	-3	3%	-15%	8%
Cc1cccc(NC(=O)c2nc[nH]c2C(=O)NCCCCNC(=O)c2[nH]cnc2C(=O)Nc2cccc(C)c2)c1	-7%	nt	0%	nt	-5%	5.2µM*	-9%	nt	nt	nt	nt
O=[N+]([O-])c1ccc(/C=N/Nc2nc3ccccc3o2)cc1	nt	2µM*	0%	2µM*	?	?	66%	-1	-4%	-24%	-21%
COc1ccc(S(=O)(=O)N2CCc3ccccc3C2)cc1C(=O)O	7%	0%	-5%	2%	-1%	-1%	-5%	2	3%	0%	3%
CC1(c2ccccc2)NC(=O)N(CC(=O)NCc2cccc(Cl)c2)C1=O (centres undefined)	0%	-1%	-2%	-1%	0%	-3%	11%	-2	-2%	14%	-1%
CC1CCCCN1c1nc2nonc2nc1N1CCCCC1C (centres undefined)	3%	0%	-4%	-5%	2%	0%	0%	?	-2%	0%	7%
COC(=O)[C@]1(Cc2ccccc2)N[C@H](CN(C)S(=O)(=O)c2ccc(C)cc2)[C@@H]2C(=O)N(Cc3ccccc3)C(=O)[C@@H]21	8%	nt	-7%	nt	1%	?	5%	nt	nt	nt	nt
Cn1cc(SCC(=O)NCC2CCCO2)c2ccccc21 (centres undefined)	0%	-8%	0%	1%	-5%	5%	14%	-1	-13%	10%	3%
O=C(COC(=O)c1ccccc1)Nc1ccccc1N1CCOCC1	-1%	1%	-3%	2%	0%	-1%	1%	2	-8%	26%	-1%
Cc1cc(Cl)ccc1C(=O)C1CCCN(C(=O)c2cccnc2C)C1 (centres undefined)	-6%	2%	-18%	-2%	-5%	-10%	6%	-5	-10%	1%	-1%
Cc1ccc(S(=O)(=O)Nc2cccnc2Oc2ccc(Cl)cc2)cc1	1%	-4%	6%	-5%	-4%	8%	-5%	0	2%	?	4%
CNC(=O)CN(c1ccc(C(C)C)cc1)S(C)(=O)=O	2%	-3%	-4%	1%	-2%	6%	-1%	-4	0%	0%	5%
Cc1ccc2nc(-c3ccc4c(c3)OCCO4)cc(C(=O)O)c2c1	1%	13%	-1%	25%	?	?	52%	6	7%[0.365 µM]	5µM*	2.4µM*
Cc1ccc(C)c(N2CCN(C3CCCC(C)C3)CC2)c1 (centres undefined)	-17%	1%	3%	0%	-11%	-20%	-9%	10	-8%	-40%	0%
CCOC(=O)/C(C#N)=C/C1=C(N2CCOCC2)C(C)(C)OCC1	-2%	-5%	2%	1%	1%	-2%	-2%	2	2%	3%	-2%
O=C(N/N=C/c1ccc2c(c1)OCO2)c1ccccn1	-5%	0.4µM*	-6%	0.32µM*	?	?	-50%	?	?	?	2.1µM*
Cc1ccn2c(CNC(C)c3cn(C)nc3C)c(C(=O)N3CCCCCC3)nc2c1 (centres undefined)	-6%	1%	6%	2%	1%	1%	-4%	10	-7%	0%	0%
COCCN1CCN(C(=O)c2ccc3oc(CCCc4ccccc4)nc3c2)CC1	-3%	?	2%	?	-1%	-2%	13µM*	3	25%	-7%	0%
Cc1ccc(CN(CC(=O)NCCc2ccccc2)C(=O)c2csnn2)cc1	1%	-4%	0%	-3%	-1%	1%	-25%	11	12%	2%	0%

Entries listed above shown as hits in BRCA1 expr act.
SMILES	p53 reactivation	Rab9 prom act	Tb PFK block	NPC1 promoter act	BRCA1 expr act	TRPV1 ag	RORgamma inh
COCCN1CCN(C(=O)c2ccc3oc(CCCc4ccccc4)nc3c2)CC1	-3%	?	2%	?	13µM*	3	-7%

Other compounds:
SMILES	p53 reactivation	Rab9 prom act	Tb PFK block	NPC1 promoter act	ELG1 genotoxic	ELG1 DNA repair	BRCA1 expr act	TRPV1 ag	Gal4-VP16 FLuc	RORgamma inh	FLuc modulator
CC1CC(CC(=O)Nc2nc(-c3ccccc3)cs2)C(=O)O1 (centres undefined)	?	?	-5%	-1%	7%	13%	40%	1	-7%	45%	-17%
CCc1ccc(C2=NNC(=Nc3cccc(S(=O)(=O)N(C)C)c3)SC2)cc1	6%	10%	-16%	22%	4%	?	-63%	2	-12%	?	11µM*
COc1ccc(N2CC(C(=O)NCc3cccnc3)CC2=O)cc1 (centres undefined)	1%	1%	1%	-1%	3%	-5%	12%	-1	-8%	-6%	-3%
CCc1nnc(NC(=O)CSc2nc3cc4c(cc3cc2CC)OCCO4)s1	5%	-1%	-8%	1%	2%	-15%	-1%	1	?	?	1%
O=C(Nc1nnc(-c2ccc(Cl)cc2)o1)NC1CCCCC1	8%	-2%	0%	0%	4%	12%	77%	2	3.5µM*	?	1%
COc1ccc(-c2sc3ccccc3c2/C=C/c2ccc(N)cc2)cc1	11%	nt	10%	nt	7%	?	-7%	nt	nt	nt	nt
O=C1c2ccccc2C(=O)N1Cc1cc(Cl)c(O)c([N+](=O)[O-])c1	-1%	-2%	-28%	3%	-2%	-12%	-19%	-4	-2%	-4%	-2%

Rows are unselected; overall some 15% were active at least once.
